DRD3 antagonist – D3 dopamine receptor (human) antagonism. 2.5% of 360,000 active. D3R cells, DiscoveRx beta-arrestin luminescence, antagonist mode; active compounds read low. max response, negative = inhibition, %. AID 652054. P35462; in the data active = max response below about -50%; inconclusive = no clear call, values can overlap the other calls; note: % is set by controls: 0 for no effect and ±100 for the full control effect; mostly tested at two doses, the higher about 12 µM
Target sequence (P35462 whole entry, looked up): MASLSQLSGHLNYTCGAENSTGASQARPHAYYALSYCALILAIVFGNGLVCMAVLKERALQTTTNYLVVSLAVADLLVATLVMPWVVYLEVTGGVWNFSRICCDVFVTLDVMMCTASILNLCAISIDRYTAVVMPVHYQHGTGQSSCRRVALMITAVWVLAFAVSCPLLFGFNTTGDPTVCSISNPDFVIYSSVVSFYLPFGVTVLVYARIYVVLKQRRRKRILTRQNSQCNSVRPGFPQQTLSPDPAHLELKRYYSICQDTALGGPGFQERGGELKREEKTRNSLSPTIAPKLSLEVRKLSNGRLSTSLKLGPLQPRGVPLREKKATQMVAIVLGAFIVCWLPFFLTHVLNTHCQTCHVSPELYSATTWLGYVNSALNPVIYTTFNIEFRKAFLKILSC
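Cells plated overnight at 1500 cells/well, then exposed to library compounds with dopamine controls for 90 minutes at 37 degrees C. DiscoveRx reagent added for 30–60 minutes at room temperature; luminescence read, quantitative HTS format.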
aSyn rescue – alpha-synuclein toxicity inhibition in yeast. Yeast expressing alpha-synuclein, growth rescue, BacTiter-Glo, 24 h. Potency, µM (top dose mostly 46.1 µM), for the others: at the top dose growth rescue (activation), hits mostly activators. 0.14% of 370,000 active; note: potency is the fitted concentration of half-maximal effect; % of control where 0% means no effect; nearly all actives have a fitted effect of over 65% in size
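Rescue of yeast growth: cells expressing toxic alpha-synuclein, induced in galactose at OD600 0.02, incubated with compound 24 h at 30 C. ATP luminescence quantified growth; inhibitors of toxicity appear as activators.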
TDP-43 yeast inh – inhibitors of TDP-43 toxicity in yeast; 1.8% of 410,000 active; TDP-43 expressing yeast growth rescue, BacTiter-Glo, 24 h; Potency, µM (titrated, usually from 46.1 µM), without a hit: top-dose growth rescue (activation), actives largely listed as activators; AID 652104; note: potency is the fitted concentration of half-maximal effect; % of control where 0% means no effect; nearly all actives have a fitted effect of over 50% in size
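Galactose-induced TDP-43 yeast, OD600=0.02, compound pinned; 24 hr, 30 deg C; BacTiter-Glo luminescence for growth. Inhibitors of TDP-43 toxicity read as activators.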
FUS yeast rescue – rescues growth of FUS-expressing yeast | S. cerevisiae FUS-expressing, growth rescue, OD600, 24 h | AID 1347120 | 0.24% of 390,000 active | Potency, µM (top dose mostly 76.6 µM), inactives show top-dose growth rescue (activation), usual class: activators;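 note: potency is the fitted concentration of half-maximal effect; plate controls were DMSO vehicle for no effect and reference control for full effect; nearly all actives have a fitted effect of over 55% in size; some results filed as inactive show a strong effect at the top dose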
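Compound concentration series was pinned onto galactose-induced FUS-expressing yeast seeded at OD 0.005. Plates sat 24hr at 30C; absorbance at 600 nm gave growth. DMSO served as background control.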
Abeta yeast res – restores growth of yeast expressing A-beta42 peptide; 0.063% of 410,000 active; Potency, µM (series often up to 46.1 µM), for inactives: top-dose growth rescue, usual class: activators; yeast expressing A-beta42, growth rescue, OD600, 48 h; response scale: 0% DMSO, 100% iron-clioquinol control; AID 1347071; note: potency is the fitted concentration of half-maximal effect; nearly all actives have a fitted effect of over 55% in size
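Growth rescue measured by 600 nm absorbance after 48 h yeast culture at 30 C with compound. Values normalized between DMSO and an equimolar ferric chloride plus clioquinol control.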
PTHR1 agonist – PTHR1 (human) receptor agonism. Q03431. HEK293 GP2 PTHR1 cells, GloSensor cAMP luminescence, 1 h. Potency, µM (titrated, usually from 115 µM), inactives show at the top dose activation, most hits filed as activators. 0.075% of 410,000 active. AID 743266; note: potency is the fitted concentration of half-maximal effect; nearly all actives have a fitted effect of over 55% in size; some results filed as inactive show a strong effect at the top dose; inactives centre near -15; many of its hits are not listed in these tables
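HEK-293-derived GP2 cells expressing PTHR1 and a GloSensor cAMP reporter, 3,000/well, plated overnight, given luciferin plus IBMX (each 0.5 mM as added) for 1 h at 37 °C, then compound for 1 h at 37 °C. Luminescence was read after 15 min at room temperature.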
Akt phos inh – Akt phosphorylation inhibition. Neuro2A IGF-stimulated pAkt S473 HTRF, 20 min; active compounds read low. 0.32% of 360,000 active. activity change, % for hits at 50 µM. AID 651550; in the data active = activity change below about -80%; inconclusive = mostly about -51% to -80%; note: % is set by controls: 0 for no effect and ±100 for the full control effect
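Single-point screen (50 µM final compound) in Neuro2A cells stimulated 20 min with 6 nM IGF at 37 deg C. After lysis, Ser473-phosphorylated Akt read by HTRF (ex 330 nm, em 615/665 nm) as the 665/615 ratio.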
GLP1R inv ag – GLP-1 receptor (human) inverse agonism. Potency, µM (highest dose often 38.3 µM), for inactives: top-dose activity change, negative = inhibition, most hits filed as inhibitors. HEK293 GLP-1R CRE-luciferase, luminescence, 24 h; GLP-1R form is constitutively active. 1.6% of 410,000 active. AID 624417; note: potency is the fitted concentration of half-maximal effect; % is set by controls: 0 for no effect and ±100 for the full control effect; nearly all actives have a fitted effect of over 55% in size
Target sequence (P43220 whole entry, looked up): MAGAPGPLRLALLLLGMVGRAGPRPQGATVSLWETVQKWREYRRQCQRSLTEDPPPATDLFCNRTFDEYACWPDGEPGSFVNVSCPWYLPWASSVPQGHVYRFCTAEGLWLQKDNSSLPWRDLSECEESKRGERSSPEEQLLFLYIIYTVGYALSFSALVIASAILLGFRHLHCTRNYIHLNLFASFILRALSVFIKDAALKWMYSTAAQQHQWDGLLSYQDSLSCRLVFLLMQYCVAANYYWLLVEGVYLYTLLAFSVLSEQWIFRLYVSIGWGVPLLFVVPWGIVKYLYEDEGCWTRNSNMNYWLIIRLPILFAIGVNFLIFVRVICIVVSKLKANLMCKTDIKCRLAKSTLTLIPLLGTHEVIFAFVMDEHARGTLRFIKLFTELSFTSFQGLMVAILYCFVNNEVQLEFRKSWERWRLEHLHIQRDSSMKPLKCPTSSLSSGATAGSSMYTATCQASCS
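Inverse agonism was detected as reduced cAMP-driven luciferase luminescence after 24 h compound treatment. The cells were HEK293 clones expressing constitutively active human GLP-1R with the reporter. Reporter-only and GPR119 cell lines served as counterscreen controls.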
GLP-1R agonist – activates the human GLP-1 receptor | HEK293 GLP-1R CRE-luciferase, luminescence, 4-6 h; cells express a hypersensitive GLP-1R form | Potency, µM (doses to about 45.6 µM), without a hit: at the highest dose activation, most hits filed as activators | 0.007% of 380,000 active; note: potency is the fitted concentration of half-maximal effect; % of control where 0% means no effect
* = called active by the depositor; i = inactive; ? = inconclusive; . = not tested or not shown; [ ] = another dose, or the depositor's remark. Unless noted, calls come from the whole dose curve; as a rule, active = well fitted curve in the direction sought with a large enough effect; inconclusive = small, poorly fitted or top-dose-only effect, or another doubt; inactive = no such curve, though single readings can be large; an effect the other way counts as inactive or inconclusive. An excerpt; rates above refer to the full screens.

1. Cc1ccc2nc(-c3ccc(NC(=O)Cc4ccccc4)cc3)sc2c1
2. O=C(Nc1ccc(Br)cc1)c1cccc(C(=O)Nc2ccc(Br)cc2)c1
3. CCOC(=O)c1cnc2ccc(C(=O)OC)cc2c1Nc1ccc(OCc2ccccc2Cl)cc1
4. Cc1cc(Br)ccc1Nc1nc(N)nc(N)c1N=O
5. CCOC(=O)[C@H]1[C@H]2COc3ccc(Br)cc3[C@@H]2N2C(=O)c3ccc(C)cc3NC(=O)[C@@]12C
6. O=C(C1=C[C@@H](c2coc3ccccc3c2=O)C[C@@H](OCCCCO)O1)N1CCOCC1
7. O=C(CCSCCC(=O)Nc1c(F)c(F)c(F)c(F)c1F)Nc1c(F)c(F)c(F)c(F)c1F
8. CCN1CCN(c2cc(C)c3cc(NC(=O)c4cc(Br)ccc4Cl)ccc3n2)CC1

Screen / compound no. | 1 | 2 | 3 | 4 | 5 | 6 | 7 | 8
DRD3 antagonist | . | . | . | 3 | 3 | -4 | -6 | .
aSyn rescue | . | . | -4% | -1% | -3% | 4% | -11% | .
TDP-43 yeast inh | ? | 10% | -18% | -2% | 12% | -9% | 2% | 7%
FUS yeast rescue | 4% | 1% | -4% | . | -25% | -3% | -23% | 6%
Abeta yeast res | 1% | 10% | -22% | -9% | -3% | -8% | -1% | -2%
PTHR1 agonist | -24% | i | 11% | -31%[inhibitor] | -7% | i | -23% | i
Akt phos inh | . | . | . | i | i | i | i | .
GLP1R inv ag | 24% | -12% | 3% | 35%[activator] | -28% | -12% | ? | ?
GLP-1R agonist | . | . | 7% | 16% | 4% | 9% | 2% | .

Gathered by group: the entries above with a Cl atom
3. CCOC(=O)c1cnc2ccc(C(=O)OC)cc2c1Nc1ccc(OCc2ccccc2Cl)cc1
8. CCN1CCN(c2cc(C)c3cc(NC(=O)c4cc(Br)ccc4Cl)ccc3n2)CC1

Screen / compound no. | 3 | 8
DRD3 antagonist | . | .
aSyn rescue | -4% | .
TDP-43 yeast inh | -18% | 7%
FUS yeast rescue | -4% | 6%
Abeta yeast res | -22% | -2%
PTHR1 agonist | 11% | i
Akt phos inh | . | .
GLP1R inv ag | 3% | ?
GLP-1R agonist | 7% | .

Further entries.
9. N#CCCCSC1=C(C#N)C(c2ccccc2Cl)CC(=O)N1 (stereo not given)
10. COCCNC(=O)c1ccc(-n2c(-c3ccccc3)cc3c2CCC(C)C3)cc1 (stereo not given)
11. O=S1(=O)CCN(Cc2cccc(Cl)c2)CC1
12. COc1ccc2c(c1)O/C(=C\c1sccc1C)C2=O
13. C=CCn1c2ccccc2c(=O)c2cc(C#Cc3cc(OC)cc(OC)c3)ccc21
14. COc1cc2c(NCCCCCO)ncnc2c(OC)c1OC
15. CC(=O)N1CCc2cc(S(=O)(=O)NC(Cc3ccccc3)C(=O)Nc3cc(C)cc(C)c3)ccc21 (stereo not given)
16. O=C(CNC(=O)c1ccc(Br)cc1)NCC(=O)OCc1ccc(Cl)cc1

Screen / compound no. | 9 | 10 | 11 | 12 | 13 | 14 | 15 | 16
DRD3 antagonist | 5 | . | -13 | 16 | 51 | 12 | . | 18
aSyn rescue | -2% | . | 2% | -7% | 1% | 7% | . | 2%
TDP-43 yeast inh | -1% | 19% | 1% | -12% | -13% | 13% | ? | 15%
FUS yeast rescue | 4% | 20% | -8% | . | 30% | 9% | 18% | -14%
Abeta yeast res | 15% | -7% | 19% | -7% | -13% | -3% | 7% | 4%
PTHR1 agonist | i | i | i | i | ? | i | -17% | -12%
Akt phos inh | i | . | i | i | i | i | . | i
GLP1R inv ag | -4% | ? | 0% | 18% | 18% | 45%[activator] | 4% | -2%
GLP-1R agonist | -5% | . | 0% | 0% | 1% | 9% | . | 2%

17. CN(C(=O)COC(=O)c1ccc2c(c1)OCO2)c1c(N)n(Cc2ccccc2)c(=O)[nH]c1=O
18. Cn1c(=O)cc(OCCCC(=O)N2CCN(c3ccccc3)CC2)c2ccccc21
19. CCC(=NCCc1c(C)[nH]c2ccccc12)C1=C(O)CC(c2ccccc2)CC1=O (stereo not given)
20. Cc1cc(S(=O)(=O)N2CCOCC2)ccc1OCC(=O)NCc1ccco1
21. CCC(C)(C)C1CCC(=NNC(=S)Nc2ccccc2)CC1 (stereo not given)
22. Cc1oc2cc(Br)c(O)c(Br)c2c1C(=O)c1ccccc1
23. O=C(Nc1ccc2c(c1)CCC2)c1ccc(Cl)nc1
24. Nc1ccc2c(c1)C(=O)CCC2

Screen / compound no. | 17 | 18 | 19 | 20 | 21 | 22 | 23 | 24
DRD3 antagonist | -3 | -12 | ? | -1 | ? | 10 | -4 | -10
aSyn rescue | 2% | 0% | 13% | -3% | -4% | -26% | 2% | -9%
TDP-43 yeast inh | 7% | ? | -43%[inhibitor] | -15% | 21% | 22µM* | ? | 2%
FUS yeast rescue | -13% | ? | . | -10% | -3% | 14% | -34% | -3%
Abeta yeast res | 8% | -10% | -5% | -2% | 41% | -10% | 8% | 6%
PTHR1 agonist | -8% | i | -5% | -4% | i | i | i | i
Akt phos inh | i | i | i | i | i | i | i | i
GLP1R inv ag | -10% | 19% | ? | 16% | -6%[7.66 µM] | ? | ? | -1%
GLP-1R agonist | -1% | 15% | 1% | 6% | -1% | 8% | 10% | 4%

25. Cc1cc(C)c(C(=O)Nc2ccccc2)c(SCC(=O)Nc2ccc(Br)cc2C)n1
26. COc1c2ccc(C(=O)NCc3cc(C(F)(F)F)cc(C(F)(F)F)c3)cc2nn1C
27. O=C(O)CCN1CC2([N+](=O)[O-])C=CC(=O)C([N+](=O)[O-])(C1)C2CC(=O)c1ccccc1 (stereo not given)
28. CO[C@@H]1CN(C)C(=O)c2cc(NC(=O)C3CC3)ccc2OC[C@H](C)N(C(=O)CN2CCOCC2)C[C@@H]1C
29. CCOC(=O)c1cnc(SC2CCc3ccccc3C2=O)nc1N (stereo not given)
30. COc1ccc(OC(=O)Nc2ccccc2)cc1
31. CCN(CC(=O)Nc1cc(Cl)ccc1C)C(=O)Cn1c(=O)cnc2ccccc21
32. CN(CC1COCCO1)C(=O)c1cc(COc2c(F)cccc2F)on1 (stereo not given)

Screen / compound no. | 25 | 26 | 27 | 28 | 29 | 30 | 31 | 32
DRD3 antagonist | . | 0 | -4 | -5 | 15 | -6 | 5 | -29
aSyn rescue | . | 1% | 9% | 0% | 5% | 0% | 1% | -6%
TDP-43 yeast inh | 26% | 7% | 15% | 4% | 20µM* | -11% | 5% | 5%
FUS yeast rescue | -3% | 8% | 35% | -9% | ? | -2% | 0% | .
Abeta yeast res | 8% | -8% | 9% | -7% | -19% | 7% | 5% | -19%
PTHR1 agonist | -12% | -19% | i | -6% | i | -14%[57.5 µM] | i | -9%
Akt phos inh | . | i | i | i | i | i | i | i
GLP1R inv ag | -16% | ? | 21% | 19% | ? | 7% | 1% | 0%
GLP-1R agonist | . | 7% | -15% | . | 4% | -13% | -14% | 3%

Copied from the list.
In TDP-43 yeast inh, #25 shows 26%
In FUS yeast rescue, #10 shows 20%

Going on with the list:
33. COc1ccc(N2CC(NC(=O)/C=C\c3ccc4c(c3)OCO4)CC2=O)cc1 (stereo not given)
34. O=C(Nc1ccc2c(c1)C(=O)N(C1CCCCC1)C2=O)C1CCCO1 (stereo not given)
35. N/C(=N/OC(=O)c1ccc(Cl)cc1)c1ncc([N+](=O)[O-])s1
36. N#CCc1c(C#N)c(N)nc(N2CCOCC2)c1C#N
37. Cc1nc2ccn(Cc3cccnc3)c(=O)c2cc1C(=O)Nc1ccc(F)cc1F
38. C=CCN1C(=O)c2ccc(C(=O)N(C)CC(=O)Nc3ccccc3Br)cc2C1=O
39. O=C(Nc1cccc(F)c1)Nc1nnc([C@@H]2C[C@H](O)[C@@H](CO)O2)s1
40. COC(=O)C1CCN(c2ccc(C(N)=O)cc2[N+](=O)[O-])CC1
41. Cn1c(=O)c(-c2cc(Br)ccc2N)nc2ccccc21

Screen / compound no. | 33 | 34 | 35 | 36 | 37 | 38 | 39 | 40 | 41
DRD3 antagonist | . | 5 | -17 | 6 | . | -1 | 22 | 3 | ?
aSyn rescue | . | -5% | -1% | 1% | . | 4% | 2% | 6% | 0%
TDP-43 yeast inh | 8% | ? | 5% | -3% | 4% | 0% | 29% | -3% | 7%
FUS yeast rescue | 18% | 10% | -3% | -10% | 11% | . | -22% | -19% | 31%
Abeta yeast res | -7% | -22% | -3% | -14% | -9% | 0% | -1% | 10% | -61%[inhibitor]
PTHR1 agonist | 1% | -22%[57.5 µM] | i | -6% | i | -18% | i | i | -33%[inhibitor][57.5 µM]
Akt phos inh | . | i | i | i | . | i | i | i | i
GLP1R inv ag | ? | ? | 18% | 10% | 0% | 18% | 5% | 6% | 24%
GLP-1R agonist | . | 45% | 5% | -1% | . | -3% | 11% | 4% | 19%

Profiles, looked up by structure. Values in the order: DRD3 antagonist	aSyn rescue	TDP-43 yeast inh	FUS yeast rescue	Abeta yeast res	PTHR1 agonist	Akt phos inh	GLP1R inv ag	GLP-1R agonist
Listed for `COc1ccc(N2CC(NC(=O)/C=C\c3ccc4c(c3)OCO4)CC2=O)cc1` (stereo not given) = .	.	8%	18%	-7%	1%	.	?	.
Listed for `O=C(Nc1cccc(F)c1)Nc1nnc([C@@H]2C[C@H](O)[C@@H](CO)O2)s1` = 22	2%	29%	-22%	-1%	i	i	5%	11%
Listed for `Cn1c(=O)c(-c2cc(Br)ccc2N)nc2ccccc21` = ?	0%	7%	31%	-61%[inhibitor]	-33%[inhibitor][57.5 µM]	i	24%	19%
Listed for `COC(=O)C1CCN(c2ccc(C(N)=O)cc2[N+](=O)[O-])CC1` = 3	6%	-3%	-19%	10%	i	i	6%	4%
Listed for `N/C(=N/OC(=O)c1ccc(Cl)cc1)c1ncc([N+](=O)[O-])s1` = -17	-1%	5%	-3%	-3%	i	i	18%	5%
